Screening data deposited in PubChem by several laboratories.
CSM14.1 death rescue – protection against thapsigargin-triggered cell killing – 384-well, CSM14.1, ATP luminescence, primary screen (AID 1222). CSM14.1 thapsigargin-induced death rescue, ATP luminescence; higher % means a stronger effect. cellular ATP content (survival), % at 20 µM; hits with a dose series show EC50 in µM. 190,000 tested, under 10 active;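 active means EC50 below 50 µM in the dose-response confirmation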;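 further: death triggered by thapsigargin at about 15 µM added after 2 h compound pretreatment; cell ATP read after overnight thapsigargin exposure of roughly 18 to 22 hours; normalized against plate controls of thapsigargin alone and 5% DMSO vehicle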
T cell HTS – T cell immune modulators affecting CD8 T cell-vesicle binding. 2C CD8+ T cell-vesicle binding, flow cytometry; active compounds read low. calls only at 7 µM. 330,000 compounds, 0.068% hits. AID 2052;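 active means response, share of CD8 T cells binding vesicles, and their 90th percentile fluorescence all below set limits, cut at about 80% in these data, passing the limit was not always enough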
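Assay system – 2C mouse CD8+ T cells · Also added – QL9-loaded Drosophila micro-vesicles · Timing – Cell–vesicle co-incubation 1.5 h at 37 °C, staining 20 min on ice · Signal – flow cytometry of vesicle-bound cells · Measure – percent CD8+ FL2 mean versus row control · Controls – Peptide-free naked vesicles (low) and QL9 vesicles with 0.7% DMSO vehicle (high)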
Autophagy mod – autophagy modulation, high-content screen; MEF GFP-LC3 puncta imaging; test concentration mostly 10 µM; calls only at 10 µM (by protocol); 190,000 compounds, 0.98% hits;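 active means percentage of spot-positive cells more than 3 SD above its plate mean, without a fluorescence outlier flag or 80% toxicity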;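 further: spot-positive cell cutoff set from DMSO-treated cells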
b-catenin transl – beta-catenin nuclear translocation modulation. HeLa beta-catenin nuclear translocation, immunofluorescence imaging. nuclear translocation activity, % at 5 µM. 190,000 compounds, 0.3% hits;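 active means nuclear translocation activity above 50% at 5 µM, with a well cell count of 50 or more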;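 further: per-cell ratio of nuclear to cytoplasmic median beta-catenin stain intensity; plate controls were DMSO negative control for no effect and GSK-3 inhibitor IX positive control for full effect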
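Read-out: Nuclear/cytoplasmic beta-catenin signal ratio, % activation | Assay system: Human HeLa cell line | Times: 24 h compound exposure at 37°C, 5% CO2 | Signal: Fluorescence imaging of beta-catenin antibody stain plus DAPI | Dosing: 5 µM primary, 0.02–20 µM confirmation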
Hep lipid drop – modulators of hepatic lipid droplet formation. AML12 mouse hepatocytes, oleate lipid droplets, BODIPY imaging. inhibition, % at 6.5 µM. 240,000 compounds, 0.4% hits. AID 1656;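 active means lipid droplet intensity inhibited by at least 50%, with more than 500 cells counted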
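Assay system: AML12 mouse liver cells | Compound: 6.5 µM single-point dosing | Schedule: Overnight exposure | Technique: Fluorescence imaging, 20x objective, two fields per well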
MT stabilize HCS – microtubule stabilizers in HeLa cells. HeLa tubulin immunostaining HCS, 24 h; share of cells brighter than vehicle mean+2SD. % tubulin-high responders, % at 10 µM. 200,000 compounds, 0.83% hits;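 active means plate Z-score above 3 for both tubulin-high and condensed-nucleus cell shares, with cell loss under 80%, at 10 µM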;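 further: anti alpha tubulin signal scored within the nucleus-defined area of each cell; some results filed as inactive read as strong as hits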
Ins promoter up – MIN6 insulin promoter up-regulation; MIN6 insulin promoter-GFP reporter, high-content imaging; active compounds read high; z-score at 5 µM; 190,000 compounds, 0.3% hits;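 active means z-score above 3 at 5 µM with at least 500 cells counted in the well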
Salmonella PhoP GFP – inhibitors of PhoP regulon expression, primary screen, Salmonella Typhimurium, GFP reporter (AID 1863). 300,000 compounds, 0.16% hits. inhibition, % at 50 µM, or IC50 in µM where a hit was titrated. S. Typhimurium PhoP-regulated promoter GFP reporter, 4 h; higher % means a stronger effect;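 active means inhibition over 29.93%, a cutoff 3 SD above the screen mean, later confirmed by dose response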;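 further: 0% = low Mg2+ inducing control and 100% = high Mg2+ repressing control; strong numbers were not always called active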
Dynein transport – dynein cargo transport inhibition; 3617.4 mouse cells, GR-EGFP nuclear translocation imaging; test concentration mostly 20 µM; stimulated with dexamethasone, 1 µM; active compounds read low; z-score, hits read low; 220,000 compounds, 0.47% hits; AID 1381;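 active means plate z-score of nuclear minus cytoplasmic receptor signal below a set negative limit, without overly bright fluorescence or cell loss, cut at about -3.5 in these data, passing the limit was not always enough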;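 further: z-score of nuclear minus cytoplasmic ring GR-EGFP intensity difference per well; some compounds called inactive have numbers as strong as hits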
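Medium: Induction medium lacking tetracycline, stripped serum | Probe or stimulus: 1.0 µM final dexamethasone stimulus | Schedule: 48 h induction, then 1 h compound, then 30 min agonist, 37 °C | Signal: Automated 10x imaging of fixed Hoechst-stained cells | Evaluation: Per-cell GR-EGFP intensity, nucleus versus surrounding cytoplasmic ring, well-averaged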
Dynein transport cytoplasmic EGFP – recorded beside Dynein transport, whose call it bears; z-score; measured here: cytoplasmic GR-EGFP intensity; active compounds read high
Dynein transport nuclear GR-EGFP – further read-out of Dynein transport, marked with its call; z-score; measured here: nuclear GR-EGFP intensity;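 lower value marks the stronger effect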
Dynein transport cell count – also measured in Dynein transport; calls as there; z-score; measured here: cell count per field
Ins promoter up cell count – further read-out of Ins promoter up, marked with its call; cell count; measured here: cytotoxicity, nuclei count;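 total cells summed across four imaged fields per well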
Hep lipid drop cells 6.5 µM – further read-out of Hep lipid drop, marked with its call; cell count; measured here: cell count, cytotoxicity flag;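 cells counted across two imaged fields per well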
b-catenin transl cell count 5 µM – also measured in b-catenin transl; calls as there; cell count; measured here: cell count, cytotoxicity flag
T cell HTS vesicle-bound % – further read-out of T cell HTS, marked with its call; double positive events, %; measured here: CD8+ vesicle-bound cell fraction;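 binding gate set so that unloaded-vesicle control wells show 10% double positive cells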
MT stabilize HCS Hoechst-high % – recorded beside MT stabilize HCS, whose call it bears; % Hoechst-high responders; measured here: nuclear condensation Hoechst responders;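 share of cells brighter than vehicle mean plus two SD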
MT stabilize HCS cytotoxicity % – second read-out of MT stabilize HCS, no call of its own (marks repeat the call); toxicity, %; measured here: cytotoxicity by cell density;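 0% = mean cell density of plate MIN control wells and 100% = no cells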
Autophagy mod cell loss 18 h – recorded beside Autophagy mod, whose call it bears; toxicity, %; measured here: cell loss, nuclei count;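 cell loss after 18 h compound exposure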
* = called active by the depositor; i = inactive; . = no result given; + = active, no number.

Start of the data: the first 4 compounds as a preview:
molecule | MT stabilize HCS cytotoxicity % | Ins promoter up cell count | Autophagy mod | Dynein transport cytoplasmic EGFP | Hep lipid drop cells 6.5 µM | Hep lipid drop | T cell HTS vesicle-bound % | CSM14.1 death rescue | Dynein transport nuclear GR-EGFP | MT stabilize HCS Hoechst-high % | b-catenin transl cell count 5 µM | Dynein transport cell count | Salmonella PhoP GFP | T cell HTS | Autophagy mod cell loss 18 h | Ins promoter up | b-catenin transl | MT stabilize HCS | Dynein transport
Cc1ccc([N+](=O)[O-])cc1NCC(=O)NN | 5.7 | 1009 | i | -0.372 | 714 | 2.9 | 28.5 | 1.6% | 0.614 | 2.4 | 1101 | -0.822 | -9.6% | i | -1.2 | 0.19 | 0.6 | 3.9 | -0.00868
CN(C)CCNc1c(N)c(=O)oc2ccccc12 | 7.5 | 1679 | i | -0.109 | 662 | 4.8 | 43.5 | 1.1% | -0.497 | 3.1 | 1521 | 0.425 | -4.3% | i | -1.9 | 0.21 | -0.3 | 3.0 | -1.15
O=C(CC(NS(=O)(=O)c1ccc(Cl)cc1)c1ccco1)NC1CCCC1 (stereo unspecified) | 2.9 | 1369 | i | 0.025 | 663 | -3.6 | 42.9 | -3.0% | 0.602 | 2.6 | . | -0.591 | -3.6% | i | -1.9 | -0.32 | . | 3.4 | -0.481
CSc1ccccc1C(=O)Nc1cccc(N(C)S(C)(=O)=O)c1 | 3.2 | 1214 | i | -0.197 | 791 | 11.8 | 18.8 | 1.5% | -0.134 | 2.1 | 1130 | 0.512 | 8.5% | i | -3.2 | 0.68 | -3.7 | 4.4 | -0.433

The whole of this part, from the start:
molecule | MT stabilize HCS cytotoxicity % | Ins promoter up cell count | Autophagy mod | Dynein transport cytoplasmic EGFP | Hep lipid drop cells 6.5 µM | Hep lipid drop | T cell HTS vesicle-bound % | CSM14.1 death rescue | Dynein transport nuclear GR-EGFP | MT stabilize HCS Hoechst-high % | b-catenin transl cell count 5 µM | Dynein transport cell count | Salmonella PhoP GFP | T cell HTS | Autophagy mod cell loss 18 h | Ins promoter up | b-catenin transl | MT stabilize HCS | Dynein transport
Cc1ccc([N+](=O)[O-])cc1NCC(=O)NN | 5.7 | 1009 | i | -0.372 | 714 | 2.9 | 28.5 | 1.6% | 0.614 | 2.4 | 1101 | -0.822 | -9.6% | i | -1.2 | 0.19 | 0.6 | 3.9 | -0.00868
CN(C)CCNc1c(N)c(=O)oc2ccccc12 | 7.5 | 1679 | i | -0.109 | 662 | 4.8 | 43.5 | 1.1% | -0.497 | 3.1 | 1521 | 0.425 | -4.3% | i | -1.9 | 0.21 | -0.3 | 3.0 | -1.15
O=C(CC(NS(=O)(=O)c1ccc(Cl)cc1)c1ccco1)NC1CCCC1 (stereo unspecified) | 2.9 | 1369 | i | 0.025 | 663 | -3.6 | 42.9 | -3.0% | 0.602 | 2.6 | . | -0.591 | -3.6% | i | -1.9 | -0.32 | . | 3.4 | -0.481
CSc1ccccc1C(=O)Nc1cccc(N(C)S(C)(=O)=O)c1 | 3.2 | 1214 | i | -0.197 | 791 | 11.8 | 18.8 | 1.5% | -0.134 | 2.1 | 1130 | 0.512 | 8.5% | i | -3.2 | 0.68 | -3.7 | 4.4 | -0.433
COc1ccc(C2c3[nH]c4ccccc4c3CCN2C(=O)c2cc3ncccn3n2)c(F)c1 (stereo unspecified) | 1.9 | . | i | -0.188 | 660 | -27.5 | 63.5 | 6.7% | -0.293 | 1.9 | 1541 | -0.502 | 10.2% | i | -4.1 | . | 0.1 | 3.6 | -0.403
CC(/C=C/c1ccc2c(c1)OCO2)=N/NC(=O)c1ccncc1 | . | 1010 | . | -0.242 | 674 | -14.9 | 40.0 | . | 0.363 | . | 1315 | 0.335 | -2.1% | i | . | -0.21 | 0.2 | . | -0.508
N/C(=N\OS(=O)(=O)c1ccccc1)c1ccccn1 | 2.6 | 1240 | i | -0.25 | 714 | -9.6 | 42.6 | -2.1% | -0.19 | 2.7 | 539 | 1.14 | -8.9% | i | 11.0 | -0.32 | -5.1 | 4.3 | -0.325
Clc1ccc(-c2nc3ccccn3c2CN2CCOCC2)cc1 | 5.2 | 1904 | i | -0.239 | 668 | -7.0 | 35.5 | -0.4% | -0.61 | 1.5 | 1066 | 0.368 | 2.8% | i | 8.0 | 1.01 | -3.1 | 1.0 | -0.144
COc1ccccc1/C=C(/CC(=O)NCc1ccc2c(c1)OCO2)c1nc2ccccc2s1 | 2.9 | 1355 | i | -0.212 | 614 | -18.5 | 41.0 | 10.4% | -0.0122 | 2.2 | . | -0.0265 | 12.3% | i | 0.3 | 0.32 | . | 2.3 | 0.934
Cc1ccc(S(=O)(=O)N(C)C)cc1NC(=O)C(C)OC(=O)c1ccc2c(c1)OCCO2 (stereo unspecified) | . | 951 | . | -0.449 | 766 | 21.3 | 30.0 | . | 1.95 | . | 1393 | -2.36 | . | i | . | 0.43 | -0.1 | . | 3.78
Nn1c(SCC(=O)NC(=O)Nc2ccc3c(c2)OCCO3)nnc1C1CC1 | 6.2 | 1644 | i | -0.215 | 671 | 4.1 | 61.6 | -0.4% | 0.159 | 1.0 | 1061 | 0.744 | 5.0% | i | 1.5 | -1.29 | -0.4 | 1.2 | 0.179
Cc1ccn2c(NC3CCCCC3)c(C)nc2c1 | 8.3 | 1167* | i | -0.208 | . | . | 48.4 | -0.5% | 0.225 | 2.1 | 1452 | 0.19 | 7.8% | i | -10.0 | 3.89* | -0.2 | 2.1 | 0.114
CN(Cc1cccs1)C(=O)CSc1nc2ccccc2[nH]1 | 7.5 | 1615 | i | -0.223 | 690 | 0.6 | 30.1 | -0.7% | -0.388 | 1.6 | 993 | 0.348 | 2.9% | i | 4.7 | 0.16 | 3.3 | 2.3 | -0.3
COc1ccc(/C=N/NC(=O)c2cccnc2)cc1CN1CCc2ccccc2C1 | . | 1232 | . | -0.311 | 709 | -10.6 | 38.2 | . | 0.0412 | . | 1367 | 0.129 | 9.0% | i | . | -0.3 | 0.4 | . | 0.0196
CC1CCCC(C)N1C(=O)CSc1nnc(COc2cccc3cccnc23)o1 (stereo unspecified) | 9.0 | 1546 | i | -0.263 | 633 | -12.9 | 63.0 | -0.4% | -0.0904 | 3.1 | 1567 | 0.0379 | 1.7% | i | -0.8 | -0.1 | 0.4 | 2.5 | -0.234
O=c1[nH]c2ccc(F)cc2[nH]c1=O | 3.8 | 1498 | + | -0.254 | 696 | 8.5 | 54.8 | 0.4% | 0.0925 | 1.8 | 1312 | -0.346 | -2.1% | i | 5.8* | 0.15 | 1.0 | 4.5 | 0.419
O=C(Nc1ccc(F)cc1F)c1cc2ncc(Br)cn2n1 | 0.8 | 1280 | i | -0.277 | 748 | 12.0 | . | 1.1% | -0.147 | 1.6 | 1216 | 0.111 | -5.3% | . | -1.0 | 0.03 | 0.5 | 3.1 | -0.0157
COc1ccc(NC(=O)Cc2ccccc2F)cn1 | 3.7 | 1288 | i | -0.137 | 724 | 1.8 | 28.2 | -0.3% | 0.84 | 1.8 | 1045 | -1.16 | 4.3% | i | 20.6 | -1.67 | -1.2 | 3.0 | 1.82
O=C1/C(=C/c2cccs2)COc2ccccc21 | 6.7 | 1542 | i | 0.0632 | 672 | -21.1 | 53.6 | -0.2% | -0.706 | 2.8 | 1178 | 0.61 | -4.1% | i | 3.3 | 0.1 | -1.3 | 6.2 | -0.925
COC(=O)c1ccc(NC(=O)CSc2nc(C)cc(=O)[nH]2)cc1 | 18.9 | . | i | -0.115 | 751 | 8.6 | 15.2 | -1.0% | 0.283 | 1.2 | . | 0.225 | -3.4% | i | 7.8 | . | . | 1.2 | 0.385
c1ccc2c(c1)OCC(CNc1ncnc3nc[nH]c13)O2 (stereo unspecified) | 4.8 | . | i | -0.202 | 643 | 6.0 | 48.8 | . | 0.148 | 2.7 | 1117 | 0.546 | 9.5% | i | -7.5 | . | -3.2 | 3.9 | -0.238
CCOc1ccc(S(=O)(=O)n2c(C)nc3ccccc32)cc1 | 1.1 | . | . | -0.0756 | 674 | 15.5 | 39.8 | . | 0.876 | 3.3 | 954 | -0.896 | -5.3% | i | . | . | 6.9 | 4.1 | 0.838
Cc1cc(N/C(=N\S(=O)(=O)c2ccc(F)cc2F)c2ccccc2)no1 | 1.8 | 891 | i | -0.198 | 738 | -1.7 | 19.1 | 1.0% | -0.0792 | 1.0 | 1136 | 0.932 | 0.1% | i | 4.3 | 1.97 | -3.0 | 1.3 | -0.768
CCN1C(=O)/C(=C\N2CCN(c3ccc(F)cc3)CC2)SC1=S | 3.7 | 985 | i | 0.0634 | 774 | -21.4 | 5.5 | 1.0% | 0.334 | 1.8 | 912 | 0.464 | 25.5% | i | 6.4 | 0.12 | 7.6 | 3.7 | 0.868
